MITF primary – inhibitors of human MITF; O75030; AlphaScreen MITF homodimerization, bead proximity signal; inhibition, % at 2.6 µM; hit rate 0.91% among 650,000; AID 1259374; in the data active means inhibition above about 50%;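 further: 0% = vehicle wells with protein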
Target sequence (O75030 whole entry, looked up): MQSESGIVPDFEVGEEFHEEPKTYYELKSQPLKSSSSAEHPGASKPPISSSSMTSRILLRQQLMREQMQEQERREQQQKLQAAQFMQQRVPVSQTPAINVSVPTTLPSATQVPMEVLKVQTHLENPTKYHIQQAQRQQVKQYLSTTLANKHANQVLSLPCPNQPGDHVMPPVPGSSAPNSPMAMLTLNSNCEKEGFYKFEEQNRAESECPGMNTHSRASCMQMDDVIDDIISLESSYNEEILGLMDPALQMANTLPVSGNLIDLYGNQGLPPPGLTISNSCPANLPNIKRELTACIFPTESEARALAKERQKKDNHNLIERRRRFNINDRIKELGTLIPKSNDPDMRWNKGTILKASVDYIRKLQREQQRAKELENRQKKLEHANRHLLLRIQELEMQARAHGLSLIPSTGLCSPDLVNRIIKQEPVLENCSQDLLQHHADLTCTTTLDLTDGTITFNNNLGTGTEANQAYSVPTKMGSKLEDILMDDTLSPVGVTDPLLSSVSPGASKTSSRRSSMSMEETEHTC
FBW7 act – activators of human E3 ligase FBW7. Q969H0. AlphaScreen FBW7–phospho-cyclin E peptide binding, activator screen. normalized activity (activation), % at 26.1 µM. hit rate 0.13% among 650,000. AID 1259310; in the data active means normalized activity above about 1.9%;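 further: purified mutant Fbw7 with reduced substrate affinity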
TEAD-YAP block – TEAD-YAP interaction inhibition | inhibition, % at 9.12 µM | AID 1259422 | hit rate 1.4% among 640,000 | HEK-TIYL cells, TEAD-Gal4/YAP UAS-luciferase luminescence; in the data active means inhibition above about 32%;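 further: 0% = median of test compound wells and 100% = reference inhibitor wells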
GPR151 activ – activators of human GPR151; hit rate 1% among 650,000; PathHunter beta-arrestin GPR151 cells, luminescence; activation, % at 11.2 µM; Q8TDV0; in the data active means activation above about 4.9%;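 further: 0% = median of compound wells and 100% = cells with positive control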
Target sequence (Q8TDV0 whole entry, looked up): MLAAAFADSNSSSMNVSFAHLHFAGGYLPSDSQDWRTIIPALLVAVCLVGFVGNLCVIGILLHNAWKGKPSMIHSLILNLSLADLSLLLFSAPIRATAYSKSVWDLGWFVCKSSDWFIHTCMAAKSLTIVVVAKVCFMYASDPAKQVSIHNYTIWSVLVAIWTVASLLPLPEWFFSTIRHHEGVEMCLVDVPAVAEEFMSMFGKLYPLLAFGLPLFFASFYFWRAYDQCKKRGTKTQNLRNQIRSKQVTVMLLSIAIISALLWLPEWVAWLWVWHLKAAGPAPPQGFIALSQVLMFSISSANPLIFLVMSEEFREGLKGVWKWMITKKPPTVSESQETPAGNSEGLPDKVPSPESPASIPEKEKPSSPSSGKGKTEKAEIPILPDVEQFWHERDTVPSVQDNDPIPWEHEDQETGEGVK
Numbers without * were called inactive; x = no result given.

SMILES | MITF primary | FBW7 act | TEAD-YAP block | GPR151 activ
N/C(=N\c1nc2ccccc2o1)NC(=O)c1cc([N+](=O)[O-])ccc1Cl | 6.9 | 0.0 | 2.8 | -0.5
Cc1cccnc1N1C(=O)C2C3c4ccccc4C(c4ccccc43)C2C1=O (stereo not given) | 3.4 | 0.2 | -7.9 | 0.6
Cc1ccccc1/C=C\c1nc2ccccc2c(=O)n1C | -1.9 | -0.1 | -11.2 | -0.2
CC1=C(C(=O)OCCOc2ccccc2)C(c2ccc(O)c([N+](=O)[O-])c2)NC(=O)N1 (stereo not given) | 2.9 | 0.2 | -0.7 | -0.4
O=C(Cn1c2ccccc2c(=O)c2cc([N+](=O)[O-])ccc21)Nc1cccc(F)c1 | -2.9 | 0.0 | 1.7 | -0.8
COc1ccc(Br)cc1C=C1C(=O)N(C)C(=O)N(C)C1=O | 20.8 | -0.1 | 0.5 | 0.1
CC(C)N(CCNc1cc(-c2cccc(N)c2)ncn1)C(C)C | 20.4 | 0.0 | 5.8 | 0.8
COC(=O)C1=C(C(=O)OC)SC(=C2C(=S)C(C)(C)N(C(C)=O)c3ccc(OC)cc32)S1 | 6.0 | 0.1 | 0.0 | -0.5
O=C(/C=C/c1ccco1)N1CCN(c2ncccn2)CC1 | 5.4 | 0.0 | -33.1 | -0.2
Cc1cc(C)n(C(=O)CCNS(=O)(=O)c2ccc(Cl)cc2)n1 | 6.2 | -0.1 | 1.6 | 0.0
COc1ccc(C(N)=O)cc1NC(=O)c1cc2cc3c4c(c2oc1=N)CCCN4CCC3 | 0.1 | 0.4 | 14.8 | 1.9
Cc1ccc(CN2CCN(Cc3ccc(F)c(F)c3)C(CCO)C2)o1 (stereo not given) | -7.4 | -0.2 | -3.8 | 0.0
COc1ccccc1C1/C(=C(/O)c2ccccc2)C(=O)C(=O)N1CC1CCCO1 (stereo not given) | 7.9 | 0.1 | -3.5 | 0.3
C=CCNC(=O)CC(=O)N/N=C/c1ccc(O)c(OCC)c1 | -9.8 | 0.0 | 2.6 | -0.8
COc1ccc(OC)c(NC(=O)C2=C(C)NC(=O)NC2c2c(OC)ccc3ccccc23)c1 (stereo not given) | -5.6 | 0.0 | -13.5 | 1.2
CC(C)C(C)(NC(=O)c1cccnc1Oc1ccc(Cl)cc1)C(N)=O (stereo not given) | 5.2 | 0.2 | -0.5 | -2.7
CCCOc1ccccc1C1C(C(=O)OCCOCC)=C(C)NC2=C1C(=O)CC(C)(C)C2 (stereo not given) | -20.1 | 0.2 | -6.3 | 1.2
CCN(CC)S(=O)(=O)c1ccc(F)c(C(=O)O)c1 | 11.5 | 0.5 | -11.1 | -1.8
CC(=O)Nc1ccccc1NC(=O)C/C(C)=N/NC(=O)C(=O)Nc1ccccc1C | -8.0 | 0.1 | -1.9 | -0.4
CCOC(=O)N1CCC(N(CCOC)C(=S)Nc2ccc(OC)cc2)CC1 | -0.8 | 0.1 | -11.6 | -0.8
CCOC(=O)C1=C(C)N=c2s/c(=C/c3cc(OC)c(O)c([N+](=O)[O-])c3)c(=O)n2C1c1ccc(OC)cc1 (stereo not given) | 10.0 | -0.3 | 6.7 | 0.4
CN1CCCC(OC(=O)c2ccc(Br)cc2)C1 (stereo not given) | 5.8 | 0.0 | 12.4 | 1.2
O=C(c1c(Cl)cccc1Cl)n1cnc2ccccc21 | 3.1 | 0.1 | 3.0 | 0.5
O=[N+]([O-])c1ccccc1/C=C/CN1CCCC(CO)C1 (stereo not given) | 0.9 | 0.1 | 2.4 | 0.3
CC1=C(C(=O)OC(C)C)C(c2ccc(C)s2)C2=C(CC(c3cccs3)CC2=O)N1 (stereo not given) | -8.2 | 0.1 | 0.5 | 0.5
CCN(CC)S(=O)(=O)c1ccc(N/N=C/c2ccc[nH]2)c([N+](=O)[O-])c1 | -2.7 | -0.3 | -8.2 | 0.6
CCN(CC)CCNC(=O)c1nnc(Cc2ccccc2OC)o1 | 0.4 | 0.2 | 4.4 | -0.5
CC(C)(C)C(=O)CSc1nc2cc(C(=O)NCc3ccccc3)ccc2c(=O)n1-c1ccccc1 | -5.1 | -0.2 | 8.9 | -0.3
CCOc1ccc2nc(N3CCC(C(=O)O)CC3)sc2c1 | -1.4 | -0.3 | 58.0* | 0.8
O=C(NCCN1CCOCC1)c1ccnc(N2CCN(Cc3ccc4c(c3)OCO4)CC2)c1 | -5.9 | -0.2 | 6.0 | 1.2
Fc1ccc(-c2cnc(N3CCOCC3)nc2)cc1 | -2.3 | -0.1 | 18.8 | -9.7
CCOC(=O)C1=C(C)N=c2s/c(=C/c3ccc(-c4ccccc4C(=O)OC)o3)c(=O)n2C1c1cccs1 (stereo not given) | 0.6 | -0.1 | -7.2 | -1.0
COc1ccc2nc(N3CCC(C(=O)NCCCN4C(C)CCCC4C)CC3)sc2c1 (stereo not given) | -2.1 | -0.3 | 2.2 | 0.7
O=C(O)CSCC(=O)Nc1cccc([N+](=O)[O-])c1 | -5.0 | -0.2 | 1.2 | -1.9
CCCCOc1ccc(C(=O)N2CCC3(CC2)CC(=O)c2ccccc2O3)cc1 | -0.8 | -0.2 | -10.0 | -0.4
Cc1cccc(N(CC(=O)N2CCN(c3ccc(F)cc3)CC2)S(C)(=O)=O)c1 | 8.0 | 0.0 | 4.0 | 0.0
Cc1ccc(C(=O)Nn2c(-c3ccc(Cl)cc3)nc3ccccc3c2=O)cc1C | -0.6 | -0.1 | -0.4 | 0.7
COc1ccc(-c2nc3ccccc3c(=O)n2NCc2ccc(F)cc2)cc1 | -6.3 | -0.1 | 0.0 | 0.8
O=C(NCc1ccc(F)cc1)NCc1noc2ccccc12 | 2.9 | -0.1 | -15.6 | -0.9
Cc1ccc(OCCOc2ccc(Cl)cc2/C=N/n2cnnc2)cc1 | -6.2 | 0.2 | -34.2 | -0.4
O=C(c1coc2ccc(O)c(CN3CCCCC3)c12)C1CC1 | 7.7 | 0.3 | 13.0 | -0.9
CC(=O)c1ccc(NC(=O)Cn2nc(-c3ccccc3)nc2-c2ccccc2)cc1 | 8.8 | 0.1 | 4.0 | 0.6
CN(C)CC(C)(C)CNC(=O)C1CCN(Cc2ccccc2Cl)CC1 | 62.8* | -0.1 | 2.1 | -0.3
C/C=C/Cn1c(N=Nc2c(O)[nH]c3ccccc23)nc2c1c(=O)[nH]c(=O)n2C | 4.2 | 0.0 | -12.4 | -0.3
CCOC(=O)C1=CN(C(C)C)C=C(C(=O)OCC)C1c1ccc(F)c(Br)c1 | 11.3 | 0.1 | -4.8 | 0.8
O=c1[nH]cnc2cc3c(=O)[nH]cnc3cc12 | 11.1 | 0.0 | 4.2 | 0.8
O=[N+]([O-])c1c(NCCCO)cc(Sc2ccc(F)cc2)c2nonc12 | -8.9 | -0.1 | -12.0 | 0.7
O=C(N/N=C/c1ccc(-c2ccccc2Cl)o1)c1ccccn1 | -30.6 | 0.0 | -29.0 | -1.5
O=C(Nc1nc(-c2ccc(Oc3ccccc3)cc2)cs1)c1ccco1 | 11.9 | 0.2 | 7.1 | -0.8
O=C(NCCCN1CCN(c2ccccc2F)CC1)C1CC(=O)N(C2CCCC2)C1 (stereo not given) | 2.9 | -0.1 | 7.4 | 0.0

Part of the list above in order of molar mass, low to high.
SMILES | MITF primary | FBW7 act | TEAD-YAP block | GPR151 activ
Fc1ccc(-c2cnc(N3CCOCC3)nc2)cc1 | -2.3 | -0.1 | 18.8 | -9.7
O=C(c1coc2ccc(O)c(CN3CCCCC3)c12)C1CC1 | 7.7 | 0.3 | 13.0 | -0.9
Cc1ccc(CN2CCN(Cc3ccc(F)c(F)c3)C(CCO)C2)o1 (stereo not given) | -7.4 | -0.2 | -3.8 | 0.0
COc1ccc(-c2nc3ccccc3c(=O)n2NCc2ccc(F)cc2)cc1 | -6.3 | -0.1 | 0.0 | 0.8
O=C(Cn1c2ccccc2c(=O)c2cc([N+](=O)[O-])ccc21)Nc1cccc(F)c1 | -2.9 | 0.0 | 1.7 | -0.8
COc1ccc(C(N)=O)cc1NC(=O)c1cc2cc3c4c(c2oc1=N)CCCN4CCC3 | 0.1 | 0.4 | 14.8 | 1.9
CCOC(=O)C1=CN(C(C)C)C=C(C(=O)OCC)C1c1ccc(F)c(Br)c1 | 11.3 | 0.1 | -4.8 | 0.8

Further compounds:
SMILES | MITF primary | FBW7 act | TEAD-YAP block | GPR151 activ
COC(=O)C1=C(C(=O)OC)[C@@H]2N(Cc3ccccc3)c3ccccc3[C@@]23C[C@@H](CO)N=C3N1 | -5.8 | 0.5 | x | 6.8*
Cc1ccc(S(=O)(=O)/N=C2\C=CC(=O)c3ccccc32)cc1 | 7.5 | -0.3 | -9.1 | -0.6
C=CCOc1c(Cl)cc(CNCCN(C)C)cc1OCC | -2.5 | -0.2 | 4.8 | -0.4
COC(=O)c1c(N)ncn1-c1ccccc1OC | -1.2 | 0.0 | 1.7 | -0.3
CC1(C)CC(NC(=O)c2ccccc2C(=O)NC2CC(C)(C)NC(C)(C)C2)CC(C)(C)N1 | -8.5 | 0.0 | 3.7 | 0.5
COc1ccc(/C=C2\Oc3c(ccc(O)c3CN(C)C)C2=O)c(OC)c1 | 2.1 | -0.9 | -3.9 | 2.1
Cc1nc2c(cnn2-c2ccccc2)c(=O)o1 | -7.8 | -0.2 | -4.0 | -0.6
CCOCCCNc1nc2c(S(=O)(=O)c3ccc(C)c(C)c3)nnn2c2ccsc12 | 2.2 | 0.2 | -2.4 | -1.4
COc1ccc(N2C(=O)CC(Cc3ccc(Br)cc3)C2=O)cc1 (stereo not given) | 9.8 | 0.2 | 9.3 | 0.0
CCCn1c(=S)[nH]c2cc(C(=O)NCC3CCCO3)ccc2c1=O (stereo not given) | -4.1 | 0.2 | 0.8 | 1.6
O=S(=O)(c1cccs1)N1CCCC(N2CCOCC2)C1 (stereo not given) | 17.2 | 0.0 | -6.1 | 0.0
CCOc1ccccc1Nc1c(-c2ccc3c(c2)OCC(=O)N3)c(=O)c1=O | 0.7 | -0.1 | 6.3 | 2.1
Cc1ccc(-c2cc(C(=O)N/N=C/c3ccccc3O)n[nH]2)o1 | 19.3 | 0.0 | 10.3 | 1.0
CCCCN(C)CCCN(Cc1cccs1)C(=S)Nc1ccc(Oc2ccccc2)cc1 | -3.6 | -0.5 | 2.2 | -0.6
COC(=O)C1=C(C)NC2=C(C(=O)CC(c3ccccc3)C2)C1c1cccc([N+](=O)[O-])c1 (stereo not given) | 3.1 | 0.1 | 3.8 | 0.0
CCN(CC)c1ncc([N+](=O)[O-])cc1C(N)=O | -24.0 | -0.1 | 0.8 | -1.4
Cc1ccc(Cc2c(C)nc3c(C(=O)N4CCN(c5cc(C)ccc5C)CC4)cnn3c2C)cc1 | -4.8 | -0.1 | -8.7 | 2.3
Cc1c(N=c2scc(-c3ccc(Cl)cc3Cl)n2Cc2ccccc2)c(=O)n(-c2ccccc2)n1C | 18.2 | 0.1 | 3.1 | -1.4
CCOC(=O)c1ccc(CN(CCc2ccc(OC)c(OC)c2)S(=O)(=O)c2cccc(C(F)(F)F)c2)cc1 | -4.5 | -0.1 | 0.3 | 0.2
O=C(NCc1ccco1)C1CCN(C(=O)NCc2ccccc2)CC1 | -0.2 | -0.1 | -4.9 | -0.8
CCOc1cc(O)c(-c2n[nH]c(C)c2Oc2ccccc2)cc1CC | -12.0 | -0.1 | 4.0 | 0.7
Cc1ccccc1N1C(=O)C2C3C=CC(CC3)C2C1=O (stereo not given) | -4.7 | -0.1 | -4.9 | -0.7
CCCCCCCC(=O)NS(=O)(=O)c1ccc(N=NN(C)C)cc1 | 0.1 | -0.1 | 3.1 | 0.0
CCCn1c(CCC(=O)NCCc2ccc(OCC)cc2)nc2cccnc21 | 7.8 | 0.0 | 7.1 | -2.2
CCN(CC)C(=O)C1CCCN(c2nc(NC3CC3)c3ncn(C4CCCCC4)c3n2)C1 (stereo not given) | -0.7 | -0.3 | 28.5 | 1.9
Cc1[nH]c2ccccc2c1C(O)c1ccncc1 (stereo not given) | -5.3 | -0.1 | -1.6 | 0.4
Nc1c(NCCN2CCCCC2)c2ccccc2oc1=O | 6.5 | 0.3 | 7.2 | 1.5
COc1ccc([N+](=O)[O-])cc1NC(=O)c1ccccc1OC(C)=O | 8.2 | 0.0 | 13.8 | 0.2
CC1=C(C(=O)OCCC(C)C)C(c2ccc(Cl)c(Cl)c2)NC(=O)N1 (stereo not given) | 14.4 | 0.2 | 6.3 | 0.9
OCc1csc(=Nc2ccccc2)n1-c1ccccc1 | 6.7 | -0.2 | 4.3 | 1.0
COc1ccc(NC(=O)c2cc(-c3cccs3)on2)cc1 | -8.9 | -0.1 | -46.0 | -0.4
COc1ccc(/C(O)=C2/C(=O)C(=O)N(CCN3CCOCC3)C2c2ccc(OC)c(OC)c2)cc1 (stereo not given) | -5.0 | -0.2 | 5.5 | 1.5
CCOC(=O)c1ccccc1NC(=O)C1CC2CCC1C2 (stereo not given) | 9.9 | 0.4 | 4.0 | 0.4
CC1CCCCC12NC(=O)N(Cc1cc([N+](=O)[O-])cc3c1OCOC3)C2=O (stereo not given) | 4.3 | 0.0 | 5.6 | 1.5
COc1cc(/C=C2/N=C(c3ccc(Br)cc3)OC2=O)ccc1OC(C)=O | 3.7 | 0.0 | 9.7 | 1.2
COc1ccc(C(c2nnnn2C2CCCC2)N2CCC(C(N)=O)CC2)c(OC)c1 (stereo not given) | 15.5 | 1.1 | 6.8 | 2.8
CCCCCCNC(=O)c1cccnc1SCc1cccc(Br)c1 | -0.3 | 0.0 | 6.2 | 0.6
O=C(CN1CCN(c2ccccc2F)CC1)Nc1ccc(Br)cc1 | -6.1 | -0.2 | 9.4 | 3.0
O=C(Nc1ccc(Cl)c(Cl)c1)c1ccc(F)c(S(=O)(=O)NC2CCCCCC2)c1 | -9.8 | -0.2 | -2.6 | 0.2
